CHRM1 antagonist = blocks human M1 muscarinic receptor; P11229; CHO-K1 hM1, Fluo-8 calcium fluorescence, ACh EC80 antagonist; 360,000 compounds, 1.3% hits; inhibition, % at 3 µM;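 active means percent inhibition above its own plate's cutoff, namely the mean of that plate's compound wells plus 3 SD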;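 further: peak over basal fluorescence ratio during 140 s after agonist addition; 0% = ACh EC80 plus DMSO and 100% = DMSO alone without agonist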
Target sequence (P11229 whole entry, looked up): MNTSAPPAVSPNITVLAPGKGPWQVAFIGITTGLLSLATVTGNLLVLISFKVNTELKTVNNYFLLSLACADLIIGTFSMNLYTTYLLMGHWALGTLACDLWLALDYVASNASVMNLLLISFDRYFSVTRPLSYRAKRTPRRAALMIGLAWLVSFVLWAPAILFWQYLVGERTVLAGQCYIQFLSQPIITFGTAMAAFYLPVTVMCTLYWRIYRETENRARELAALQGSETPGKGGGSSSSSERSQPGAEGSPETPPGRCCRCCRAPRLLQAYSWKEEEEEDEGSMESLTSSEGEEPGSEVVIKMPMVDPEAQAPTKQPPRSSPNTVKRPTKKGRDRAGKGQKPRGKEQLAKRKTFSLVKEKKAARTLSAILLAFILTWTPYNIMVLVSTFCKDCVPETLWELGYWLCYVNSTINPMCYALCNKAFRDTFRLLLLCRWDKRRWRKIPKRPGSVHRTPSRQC
CHRM1 agonist = activates human CHRM1 receptor; P11229; CHO-K1 hM1, Fluo-8 calcium fluorescence, agonist mode; 0% DMSO, 100% acetylcholine EC100; activation, % at 3 µM; 360,000 compounds, 0.33% hits;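 active means activation above the run's mean compound activation plus 3 SD, cut at about 16% in these data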;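 further: peak over basal fluorescence ratio within a 140 s kinetic read after compound addition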
CHO parental Ca = counter-screen: ATP calcium response change in parental CHO cells; parental CHO-K1, ATP-induced calcium, Fluo-8 fluorescence; inhibition, % at 5.6 µM; 330,000 compounds, 0.63% hits;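 active means inhibition above that plate's mean sample inhibition plus 3 SD, cut at about 26% in these data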;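 further: 0% = ATP-challenged DMSO wells and 100% = DMSO wells without ATP; some compounds past the cut are filed as inactive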
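Measured by: calcium-sensitive Fluo-8 fluorescence / Test system: CHO parental line / Controls: ATP-challenged DMSO wells low, unchallenged DMSO wells high / Measure: % inhibition / Compound: single nominal dose of 5.6 µM per compound / Replicates: single well per compound, no replicates / Reagent: ATP as calcium-mobilizing challenge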
TAAR1 antagonist = antagonists of human TAAR1. CHO RD-HGA16 TAAR1, Fluo-8 calcium fluorescence, antagonist. inhibition, % at 3 µM. 360,000 compounds, 1.5% hits. AID 624466;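 active means inhibition above a per-plate cutoff, the mean inhibition of test compounds on that plate plus 3 SD, cut at about 49% in these data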;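 further: 0% = DMSO plus EC80 beta-PEA response and 100% = DMSO alone without agonist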
Target sequence (Q96RJ0 whole entry, looked up): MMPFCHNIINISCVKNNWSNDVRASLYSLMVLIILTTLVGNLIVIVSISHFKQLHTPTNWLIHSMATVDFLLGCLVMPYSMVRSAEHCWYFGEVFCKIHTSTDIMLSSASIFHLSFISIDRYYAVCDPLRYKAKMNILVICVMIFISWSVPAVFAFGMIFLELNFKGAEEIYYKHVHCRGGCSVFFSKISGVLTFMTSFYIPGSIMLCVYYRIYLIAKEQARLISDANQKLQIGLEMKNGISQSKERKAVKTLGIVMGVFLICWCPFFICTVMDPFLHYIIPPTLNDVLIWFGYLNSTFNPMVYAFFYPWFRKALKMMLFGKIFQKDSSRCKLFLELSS
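Material: CHO RD-HGA16 cells bearing hTAAR1; compound dosing: one-point dosing, 3 µM nominal final; schedule: dye loading 75 min at 37 °C, then 30 min room temperature; measured by: calcium fluorescence with Fluo-8; control set: vehicle and agonist controls; replication: n of 1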
M1 PAM parental = M1 PAM counterscreen hit in parental CHO-K1 cells; ATP EC20, Fluo-8 calcium fluorescence; 0% at ATP EC20, 100% at ATP max; activation, % at 3 µM; 360,000 compounds, 0.02% hits; AID 602247;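 active means activation above the run cutoff, the mean activation of all test compounds plus 3 SD, cut at about 40% in these data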;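 further: peak over basal fluorescence ratio in a 140 s read after ATP addition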
TAAR1 ag = agonists of human TAAR1; Q96RJ0; 360,000 compounds, 0.99% hits; CHO RD-HGA16 TAAR1, Fluo-8 calcium fluorescence; vehicle wells 0%, saturating PEA agonist 100%; AID 624467; activation, % at 3 µM;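 active means activation above the mean activation of all test compounds in the run plus 3 SD, cut at about 38% in these data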
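Assay system: CHO-derived RD-HGA16 cells with stable Gα16 and human TAAR1; timing: 17-24 h seeding, 75 min 37 °C dye, 30 min RT; read-out: % activation from peak over basal fluorescence ratio, DMSO-to-PEA scaled; measured by: kinetic Fluo-8 calcium fluorescence; benchmarks: low control DMSO, high control PEA (EC100); doses: 3 µM single concentration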
OXTR potentiator = potentiates the human oxytocin receptor response; P30559; CHO-OTR cells, Fluo-8 calcium fluorescence, potentiator mode; 0% = oxytocin EC15, 100% = EC100; activation, % at 3 µM; 320,000 compounds, 0.061% hits; AID 2445;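 active means activation above that plate's cutoff, the mean activation of tested compounds plus 3 SD, cut at about 6.6% in these data, passing the limit was not always enough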;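 further: 100% uses oxytocin at 75 nM as the full agonist control; some results filed as inactive read as strong as hits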
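Assay system: CHO cell line stably expressing human OTR | Also added: Oxytocin at about EC15, sub-maximal agonist stimulus | Times: Compound 6 min at room temperature before oxytocin, 100 s read | Measured by: Fluo-8 intracellular calcium fluorescence, ex 470-495, em 515-575 nm | Controls: EC15 oxytocin alone as 0%, 75 nM oxytocin as 100%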
CHO-K1 Ca antag = nonselective inhibitor or artifact in parental CHO-K1 cells; ATP-induced calcium, Fluo-8 fluorescence; inhibition, % at 3 µM; 360,000 compounds, 0.6% hits; AID 602250;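 active means inhibition above a per-plate cutoff, the plate's mean sample inhibition plus 3 SD, cut at about 24% in these data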;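 further: 0% = DMSO plus EC80 ATP and 100% = DMSO alone without ATP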
M1 ag parental = M1 agonist counterscreen hit in parental CHO-K1 cells; Fluo-8 calcium fluorescence; scaled to maximal ATP response, vehicle zero; activation, % at 3 µM; 360,000 compounds, 0.48% hits; in the data active means activation above about 15%;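 further: untransfected CHO-K1 host cells lacking M1 receptor as counterscreen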
* = called active by the depositor; x = no result given. The order is random (roughly 4.2% active in at least one column).

SMILES	CHRM1 antagonist	CHRM1 agonist	CHO parental Ca	TAAR1 antagonist	M1 PAM parental	TAAR1 ag	OXTR potentiator	CHO-K1 Ca antag	M1 ag parental
CC(C)C(C(=O)N1CCN(Cc2ccccc2)CC1)c1ccccc1 (configuration not stated)	89*	-8	-33	-14	3	-2	-4	1	1.8
O=C(CSc1nnc(CNC(=O)c2ccco2)o1)Nc1ccc(Br)cc1	-2	-1	-21	-1	7	6	-3	0	1.0
Cc1c(C(=O)NC2CCCc3ccccc32)oc2ccc(S(=O)(=O)N3CCCCC3)cc12 (configuration not stated)	8	-2	-6	-10	7	6	2	-1	0.8
Cc1cc(NC(=O)c2ccccc2C)ccc1NC(=O)c1ccccc1Cl	-19	-4	-11	11	6	8	-2	-2	2.7
NNC(=O)c1cccn(Cc2cccc(C(F)(F)F)c2)c1=O	5	11	-20	-4	-9	3	-12	5	3.0
CCn1cc(CN2CCC(n3nccc3NC(=O)C3CCCC3)CC2)c(C)n1	-2	-2	-3	0	-10	1	-12	9	-0.1
COc1ccc(C)cc1NC(=O)CCS(=O)(=O)c1cc2c(cc1Cl)NC(=O)CO2	-3	-1	-17	22	17	5	-9	-11	3.3
O=C(Nc1ccccc1)c1nn(-c2cccc(C(F)(F)F)c2)ccc1=O	-10	0	-11	15	-16	7	-9	1	0.2
N#CCCN1CCN(C(CNS(=O)(=O)c2ccc(Cl)cc2)c2ccccc2)CC1 (configuration not stated)	-18	-4	-37	3	13	8	-4	-11	0.6
CC1(C(=O)NS(=O)(=O)c2ccccc2Cl)CCN1C(=O)CC1CCCCC1 (configuration not stated)	-24	-1	x	-13	-5	1	x	2	-0.2
O=C(c1ccc2c(=O)n(Cc3ccc(Cl)cc3)c(=S)[nH]c2c1)N1CCOCC1	20	-7	2	23	8	4	-8	3	0.2
CC(C)Nc1nc(NC(C)C)nc(N(C)n2cnnc2)n1	-28	-5	-11	-5	-4	8	-1	2	0.2
COc1ccc(C2C(C(=O)N3CCCCC3)CC(=O)N2c2ccc(OC)cc2)cc1 (configuration not stated)	-10	-1	-13	0	2	1	-5	-9	1.0
O=C(O)c1cc([N+](=O)[O-])c(NCc2cccnc2)c([N+](=O)[O-])c1	-3	-7	-10	-1	9	-1	0	0	0.7
COC(=O)c1cc(C)cc(=O)o1	-2	-3	-15	1	-1	10	1	-4	0.4
Cc1cc(NC(=S)N(Cc2ccc(Br)cc2)Cc2ccc(C(=O)O)cc2)ccc1Cl	4	-4	1	20	8	6	-8	-5	0.5
Cc1cccn2c(=O)c3cc(C(=O)N4CCCCC4)sc3nc12	-3	-10	1	-5	9	2	1	-8	0.8
CN(Cc1cn(C)c2ccccc12)C(=S)Nc1cc(F)cc(F)c1	-18	-4	-4	-2	17	-3	-7	-8	0.1
COc1ccc2c(c1)C1(C)CC(C)(C)N2C(=O)N1c1ccccc1 (configuration not stated)	-18	3	-26	11	19	44*	-11	-3	0.2
O=C(COC(=O)c1nc(Cl)ccc1Cl)Nc1ncc(Cl)cc1Cl	-9	-1	-18	-22	-9	2	-3	1	0.2
CCOC(=O)c1ccccc1NC(=O)c1ccccc1NS(C)(=O)=O	-15	-3	-8	11	9	4	-12	1	-0.3
CCSCCOC(=O)C1=C(C)NC(=O)NC1c1ccccc1 (configuration not stated)	-14	-7	-7	-22	14	1	-3	-1	0.6
COC(=O)CC1=NN(c2nc3ccccc3s2)C(=O)/C1=C/N(C)C	11	-2	-8	-3	-4	1	0	6	0.0
CC(=O)c1ccc(-n2c(-c3cc(-c4ccsc4)n[nH]3)n[nH]c2=S)cc1	-9	-3	-4	-15	-8	0	1	-5	2.2
CCCCNC1C(CC)C(CCC)C(C#N)(C#N)C1(C#N)C#N (configuration not stated)	9	-3	-20	x	11	x	-8	5	1.8
Cc1c(NS(C)(=O)=O)cccc1-c1nc2cccnc2s1	-3	1	-12	-5	13	7	5	-4	2.6
Cc1ccccc1OCC(=O)NNC(=O)CCN1C(=O)c2ccccc2C1=O	3	-5	-5	-7	16	5	-6	2	0.3
C=CCn1c(SCC(=O)Nc2nc(C)cs2)nnc1C(NC(=O)c1ccccc1)C(C)C (configuration not stated)	-6	-5	-23	16	5	7	7	-2	-0.3
O=C(c1cc2ccccc2oc1=O)N(Cc1ccccc1)C1CCS(=O)(=O)C1 (configuration not stated)	0	-1	-6	-10	13	19	-15	-3	0.1
CCN(CCNCC(O)COCc1ccc(Cl)cc1)c1cccc(C)c1 (configuration not stated)	-14	-1	-4	19	21	40*	-1	2	10
CC(=O)NC1(c2cccc(F)c2)CCN(CC(=O)NC2CCCCC2)CC1	9	-3	-9	-15	6	5	-1	-12	0.3
O=C(c1cccc(Br)c1)N1CCN(S(=O)(=O)N2CCCCCC2)CC1	6	-1	-12	-12	-15	4	-8	-2	1.8
CCN(Cc1ccccc1)C(c1cc2ccc(C)cc2[nH]c1=O)c1nnnn1CCOC (configuration not stated)	-19	-3	-23	-11	-1	11	-1	-1	0.2
CN(C)CCNc1ncnc2c1ncn2[C@H]1CN(Cc2ccc3c(c2)OCO3)C[C@@H](CO)O1	-17	-3	x	0	19	0	x	-9	1.2
Cc1ccc(CNC(=O)CCn2c(=O)oc3ccccc32)cc1	1	-4	-6	11	-16	-1	1	-1	0.0
Cc1oc2c(c(C)cc3oc(=O)c(CC(=O)NCC(=O)NCC(=O)NCC(C)O)c(C)c32)c1C (configuration not stated)	-22	-3	x	-4	2	1	x	-6	2.7
CCOC(=O)c1ccc(NS(=O)(=O)c2c(C)[nH]c(C)c2C(=O)N2CCCCC2)cc1	8	1	-18	-16	6	0	0	-9	6.3
CC1=C(C(=O)OC(C)C)C(c2cccc([N+](=O)[O-])c2)n2c(cc(=O)[nH]c2=S)N1 (configuration not stated)	-6	-7	-7	-1	30	1	5	-9	0.3
O=S1(=O)N=C(N2CCN(Cc3ccc4c(c3)OCO4)CC2)c2ccccc21	1	-6	-12	-8	16	11	0	-6	1.1
O=C(CSc1ncnc2c1sc1ccccc12)Nc1ccc(Br)cc1	2	-6	-14	-11	15	2	3	-2	0.2
COc1ccc(/C(=N/OC(C)=O)c2nccc3cc(OC)c(OC)cc23)cc1OC	-3	-1	-1	-4	-6	6	1	0	0.4
CCN(CC)S(=O)(=O)c1ccc2c(c1)c(=O)c(C(=O)NCCc1ccccc1)cn2C	-8	-3	-22	-18	12	5	4	-13	1.1
COC(=O)c1ccc(SC2CCCCC2)c([N+](=O)[O-])c1	-7	-4	-6	23	28	8	-6	-17	1.3
O=C(c1ccc(Cl)cc1)c1ccc(OCC(O)CN2CCOCC2)cc1 (configuration not stated)	20	-3	-4	11	-5	12	-9	1	1.9
Cc1ccc(S(=O)(=O)N2CCC(=O)N2)cc1	-18	-3	-15	-11	5	8	-14	-5	0.1
CCCNC(=O)Cn1cnc2sc(C(=O)N3CCN(CCC)CC3)c(C)c2c1=O	-30	-5	-17	8	11	6	0	-16	0.3
COc1cc(C(=O)NCC(=O)OCC(=O)Nc2nnc(-c3ccccc3)o2)cc(OC)c1OC	-23	-1	-4	-8	0	1	1	-3	0.9
CCN(c1ccccc1)S(=O)(=O)c1cc(C(=O)OC(C)C(=O)Nc2ccc3c(c2)OCCO3)ccc1C (configuration not stated)	-5	-3	3	-52	2	11	-4	-4	-0.5

Another view of some results above.
Compound | CHRM1 antagonist | CHRM1 agonist | CHO parental Ca | TAAR1 antagonist | M1 PAM parental | TAAR1 ag | OXTR potentiator | CHO-K1 Ca antag | M1 ag parental
COc1ccc(C2C(C(=O)N3CCCCC3)CC(=O)N2c2ccc(OC)cc2)cc1 (configuration not stated) | -10 | -1 | -13 | 0 | 2 | 1 | -5 | -9 | 1.0
O=C(O)c1cc([N+](=O)[O-])c(NCc2cccnc2)c([N+](=O)[O-])c1 | -3 | -7 | -10 | -1 | 9 | -1 | 0 | 0 | 0.7
COC(=O)c1cc(C)cc(=O)o1 | -2 | -3 | -15 | 1 | -1 | 10 | 1 | -4 | 0.4

Next structures
SMILES	CHRM1 antagonist	CHRM1 agonist	CHO parental Ca	TAAR1 antagonist	M1 PAM parental	TAAR1 ag	OXTR potentiator	CHO-K1 Ca antag	M1 ag parental
Cc1ccc(OCC(=O)N/N=C\c2cccn2C)c([N+](=O)[O-])c1	-9	-2	-15	15	8	4	-14	-9	4.8
CCOc1cc(OCC)cc(C(=O)NC(=S)Nc2cccc(C(F)(F)F)c2)c1	1	-4	9	-34	7	15	-5	-10	0.1
Cc1ccc(NC(=O)CCCC(=O)OC(C)C(=O)c2ccccc2)cc1 (configuration not stated)	-1	-5	-10	13	-2	-3	-16	9	4.9
CN(Cc1ccccc1)C(=O)c1ccc2c(c1)S(=O)(=O)N=C1CCCCCN12	-1	-4	-8	10	12	3	-2	-7	0.7
COc1ccc(S(=O)(=O)Nc2ccc3oc(C)c(C(=O)O)c3c2)cc1	-17	-3	-3	-26	8	2	-5	-14	-0.6
Cc1cnccc1NC(=O)c1cccs1	0	-7	-3	-1	21	7	-5	-6	1.4
Cc1ccc(C)c(OCC(=O)Nc2cc(C)on2)c1	-12	-3	-17	-12	25	0	-6	-5	1.2
CCN(C(=O)CSc1nc2ccccc2c(=O)n1C(C)COC)C1CCS(=O)(=O)C1 (configuration not stated)	-6	-7	-20	-3	-7	3	2	-17	1.1
CS(=O)(=O)N(CC(=O)NCCSCc1c(F)cccc1Cl)c1ccc2c(c1)OCO2	-10	-2	-20	5	12	-1	-12	-11	1.9
CN(C)/C=N/c1nc2nccc(-c3ccc(Cl)cc3)n2n1	-8	-9	-12	1	2	-1	-8	-4	-1.6
Cc1nn(C)c(C)c1NS(=O)(=O)c1ccc(OC(F)(F)F)cc1	-3	2	-13	-9	-20	11	-13	-1	3.0
COc1ccccc1N1CCN(/N=C/c2cc(OC)c(O)c(OC)c2)CC1	-1	-1	-13	3	-8	1	-1	2	0.3
COc1ccc(OC)c2[nH]c(=O)c(CCNC(=S)NC(C)(C)C)cc12	-6	-8	1	4	12	4	-7	-5	1.5
O=C(CNC(=O)c1ccc(Br)o1)NNC(=O)c1ccccc1	-21	1	x	-3	-3	1	x	2	0.3
O=C(CN(Cc1ccco1)C(=O)Cn1nnc(-c2ccc(F)cc2)n1)NC1CCCC1	-7	-1	-3	2	8	13	-2	-22	3.2
COc1cccc(-c2nc(CS(=O)(=O)CC(=O)NCCc3ccc(C)cc3)c(C)o2)c1	-10	0	-21	-10	2	4	-14	-25	4.2
